Assay outcomes deposited in PubChem by Sanford-Burnham Center for Chemical Genomics.
PMI inhibitors – inhibitors of human PMI, primary screen, biochemical, fluorescence intensity, coupled assay (AID 1209) | Mannose-6-phosphate isomerase (Homo sapiens) | purified PMI enzyme, coupled fluorescence intensity; higher % means a stronger effect | hit rate 0.42% among 190,000 | inhibition, % at 20 µM, or IC50 in µM where a hit was titrated;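 note: plate controls were DMSO vehicle for no effect and wells lacking substrate for full effect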
NOD2 inhibition – NOD2 signaling inhibitors, cell-based, luminescence, uHTS, HEK293 (AID 1566) | hit rate 0.63% among 290,000 | HEK293 NOD2/NF-kB luciferase reporter, luminescence; higher % means a stronger effect | one-dose inhibition, % at 4 µM; EC50 in µM for titrated hits; note: many of its hits are not listed in these tables
LYP phosphatase – inhibitors of LYP phosphatase, biochemical, fluorescence intensity, uHTS (AID 1779). Tyrosine-protein phosphatase non-receptor type 22 (Homo sapiens). recombinant LYP phosphatase, fluorescence intensity; higher % means a stronger effect. inhibition, % at 11.5 µM; hits with a dose series show IC50 in µM. hit rate 0.054% among 290,000;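 note: plate controls were vehicle with enzyme for no effect and no enzyme for full effect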
KOR beta-arrestin-1 – KOR antagonists, beta-arrestin recruitment, cell-based, luminescence, uHTS (AID 1778); KOR beta-arrestin recruitment, luminescence, antagonist mode; higher % means a stronger effect; hit rate 0.091% among 290,000; Kappa-type opioid receptor (Homo sapiens); inhibition, % at 10 µM; hits with a dose series show IC50 in µM; note: strong numbers were not always called active
KOR beta-arrestin-2 – KOR agonists, beta-arrestin recruitment, primary screen, cell-based, luminescence, uHTS (AID 1777) | KOR beta-arrestin recruitment, luminescence; higher % means a stronger effect | one-dose activation, % at 10 µM; EC50 in µM for titrated hits | hit rate 0.02% among 280,000; in the data active = activation above about 50%, passing the limit was not always enough; note: a part of the inactive calls stands beside numbers as strong as those of hits
PMI inhibition – human PMI inhibitors, high substrate, primary screen, biochemical, fluorescence intensity, high mannose 6-phosphate (AID 1220) | Mannose-6-phosphate isomerase (Homo sapiens) | recombinant PMI enzyme, coupled fluorescence intensity; higher % means a stronger effect | one-dose inhibition, % at 20 µM; IC50 in µM for titrated hits | hit rate 0.66% among 190,000
TNAP activators – human TNAP enzyme activators, primary screen, biochemical, luminescent, no phosphate acceptor, uHTS (AID 1001); one-dose activation fold at 20 µM; EC50 in µM for titrated hits; hit rate 0.03% among 200,000; Alkaline phosphatase, tissue-nonspecific isozyme (Homo sapiens); purified TNAP, luminescent activation assay, no phosphate acceptor; higher activation fold means a stronger effect; in the data active = activation fold from about 3, or a potency from the dose series; inactive = the rest, 99 in 100 with activation fold below about 1.6; note: many of its hits are not listed in these tables
XIAP displacement – XIAP antagonists, biochemical, IAP family, fluorescence polarization (AID 1018); hit rate 0.007% among 200,000; XIAP BIR domain, fluorescence polarization peptide displacement; higher % means a stronger effect; one-dose displacement, % at 20 µM; IC50 in µM for titrated hits; in the data active = displacement above about 50%; note: a part of the inactive calls stands beside numbers as strong as those of hits
NOD1 inhibition – NOD1 signaling inhibitors, primary screen, cell-based, luminescence, uHTS (AID 1578); hit rate 1% among 290,000; inhibition, % at 4 µM; hits with a dose series show EC50 in µM; NOD1-driven NF-kB luciferase reporter cells, luminescence; higher % means a stronger effect; in the data active = inhibition mostly above about 36%, no sharp cut-off; inactive = mostly below about 34%;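 note: HEK-293T reporter cells stimulated with the NOD1 agonist gamma-tri-DAP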
Active calls of the source: *; / = not tested or not shown; [ ] = remark or other dose. Cut-off read from the data, not from the text of the source, unless noted: active = inhibition above about 50%; inactive = the rest.

1. COC(=O)CSc1nc(-c2ccccc2)nc2ccc(F)cc12
2. COc1ccc(CCNC(=O)CSc2nnc(-c3ccc(F)cc3)c3ccccc23)cc1OC
3. CC1CCN(C(c2ccccc2)c2nnnn2C(C)(C)C)CC1 (stereo not given)
4. Cc1ccc(C2CC(c3cccc(Cl)c3)n3nc(N)nc3N2)cc1 (stereo not given)
5. O=C(O)c1cccc(Cl)n1
6. COc1ccccc1NC(CC(=O)c1ccccc1)C(=O)OCC(=O)c1ccc(C)cc1 (stereo not given)
7. Cc1[nH]c2ccc(-c3n[nH]c(=S)n3-c3ccc(Br)cc3)cc2c1C
8. CC(C)(C)OC(=O)N[C@@H](Cc1ccccc1)C(=O)NCC1CCC(C(=O)N[C@@H](CC(=O)O)C(=O)O)CC1 (stereo not given in full)
compound no.,1,2,3,4,5,6,7,8
PMI inhibitors,3.0%,4.4%,-9.1%,10.6%,/,10.1%,2.5%,/
NOD2 inhibition,8.5%,2.8%,-20.1%,8.5%,1.6%,-91.4%,14.6%,-0.9%
LYP phosphatase,-3.1%,4.9%,-7.8%,-1.6%,-9.1%,-2.1%,-1.1%,-11.2%
KOR beta-arrestin-1,-7.3%,-19.1%,-84.4%,6.2%,20.4%,26.6%,-41.8%[20 µM],27.3%
KOR beta-arrestin-2,4.0%,9.0%,2.2%,-5.2%,1.9%,-1.8%,/,4.7%
PMI inhibition,1.1%,9.4%,-19.6%,11.6%,/,1.4%,1.4%,/
TNAP activators,1.1,1.1,1,1.2,/,1.1,1.3,/
XIAP displacement,-4.0%,-2.8%,-7.0%,-0.4%,/,-1.8%,-4.5%,/
NOD1 inhibition,-5.2%,-18.4%,6.1%,-12.5%,-3.3%,-33.0%,-18.3%,3.6%

9. O=C(Cc1ccccc1)NNC1CC(=O)N(c2ccc(Oc3ccccc3)cc2)C1=O (stereo not given)
10. CN(Cc1nc(Cc2ccccc2F)no1)[C@@H]1CS(=O)(=O)C[C@H]1O
11. Cc1ccc(S(=O)(=O)N2CCN(C(=O)COC(=O)c3c(C)noc3C)CC2)c(C)c1
12. CCOc1ccc(NC(=S)NC(=O)c2c(Br)cnn2C)c([N+](=O)[O-])c1
13. COc1ccc(OCC(=O)Nc2cccc(-c3nc4ccccc4[nH]3)c2)cc1
14. CC(C)c1ccc(N(CC(=O)NCc2cccnc2)S(=O)(=O)c2ccccc2)cc1
15. O=C(c1ccc(CS(=O)c2ccccc2Cl)o1)N1CCCCCC1 (stereo not given)
16. COc1ccc(-c2cc3ccccc3nc2N)cc1OC
compound no.,9,10,11,12,13,14,15,16
PMI inhibitors,/,-0.7%,/,9.9%,17.5%,/,/,/
NOD2 inhibition,14.9%,18.4%,15.5%,2.7%,-11.1%,-3.6%,9.4%,0.3%
LYP phosphatase,-4.4%,-13.2%,-8.9%,1.2%,-5.0%,-6.6%,-9.7%,-6.7%
KOR beta-arrestin-1,27.5%,-23.1%,7.0%,-18.7%,-32.0%,-16.1%,-4.7%,-2.1%
KOR beta-arrestin-2,2.4%,-2.3%,-3.0%,-0.9%,-0.2%,5.5%,-5.6%,2.6%
PMI inhibition,/,-5.9%,/,12.1%,13.8%,/,/,/
TNAP activators,/,1.1,/,1.1,1.1,/,/,/
XIAP displacement,/,-3.5%,/,-4.2%,-5.9%,/,/,/
NOD1 inhibition,-2.8%,0.0%,1.5%,-12.3%,-15.3%,-16.9%,-17.7%,9.7%

17. O=C(c1ccccc1)C(Sc1ncn[nH]1)c1ccccc1 (stereo not given)
18. CC1C(=O)OC2C1CCC1(C)CCC(=O)C(C)C21 (stereo not given)
19. O=C1OC(/C=C/c2ccccc2)=NC/1=C/C=C/c1ccccc1
20. COc1ccccc1C(=O)NC1CC2CCC(C1)N2Cc1ccccc1 (stereo not given)
21. C=CCN1C(=O)/C(=C/C(=O)OC)S/C1=N\NC(=O)c1ccccc1
22. CCOc1ccc(-c2nc(S(=O)(=O)c3ccccc3)c(N3CCOCC3)o2)cc1
23. O=C(COC(=O)c1cc(S(=O)(=O)NCc2ccccc2)ccc1O)NCc1ccccc1
24. CCn1c(=O)n(CC)c2cc(S(=O)(=O)N3CCC(c4ccccc4)CC3)ccc21
compound no.,17,18,19,20,21,22,23,24
PMI inhibitors,44.5%,/,-2.4%,/,/,-8.8%,5.9%,17.6%
NOD2 inhibition,3.8%,-6.4%,4.5%,-4.2%,28.4%,0.5%,10.6%,18.3%
LYP phosphatase,-6.8%,-9.9%,11.5%,-5.9%,-10.8%,0.3%,-8.9%,0.4%
KOR beta-arrestin-1,-46.4%,-12.7%,-23.0%,10.7%,7.3%,-36.9%[20 µM],-17.6%,7.7%
KOR beta-arrestin-2,6.5%,0.4%,1.3%,3.3%,-0.2%,0.9%,/,0.3%
PMI inhibition,-23.1%,/,-10.3%,/,/,1.5%,6.1%,10.5%
TNAP activators,0.9,/,1.1,/,/,1.1,1.1,1.1
XIAP displacement,-23.7%,/,-1.7%,/,/,-3.9%,-7.5%,-3.6%
NOD1 inhibition,-2.5%,-11.3%,-12.3%,-9.7%,10.7%,3.9%,-7.9%,30.5%

25. Cc1cc(O)cc(=O)n1CCc1ccccc1
26. O=C1C=CC(=O)N1c1ccc(I)cc1Cl
27. Fc1ccc(OCc2nc(-c3cccs3)no2)cc1
28. N=c1c(C(=O)NCc2ccco2)cc2c(=O)n3ccccc3nc2n1CCc1ccccc1
29. CN(C)/N=C/c1ccc([N+](=O)[O-])cc1[N+](=O)[O-]
30. COc1ccccc1N(C)C(=O)c1cc(S(=O)(=O)N2CCCC2)cn1C
31. O=C(CC1S/C(=N/N=C/c2c[nH]c3ccccc23)NC1=O)Nc1ccccc1 (stereo not given)
32. CC(C)c1ccc(NC(=O)COc2nncc3ccccc23)cc1
compound no.,25,26,27,28,29,30,31,32
PMI inhibitors,/,/,9.2%,7.7%,-7.7%,/,2.3%,6.5%
NOD2 inhibition,-9.9%,12.7%,-31.5%,-15.2%,5.9%,12.7%,0.2%,2.4%
LYP phosphatase,-6.9%,-2.9%,-6.1%,-10.6%,-1.9%,-8.8%,1.2%,-5.9%
KOR beta-arrestin-1,24.7%[20 µM],21.1%,-5.3%[20 µM],-30.2%,-24.4%,-4.3%[20 µM],-23.9%,-49.5%
KOR beta-arrestin-2,-1.6%,0.5%,0.8%,24.7%,-0.2%,-3.8%,0.2%,6.8%
PMI inhibition,/,/,2.4%,26.1%,13.8%,/,12.5%,6.8%
TNAP activators,/,/,1.1,1.1,0.9,/,1.1,1.1
XIAP displacement,/,/,0.6%,-1.9%,-5.4%,/,-2.3%,-7.0%
NOD1 inhibition,-24.3%,-0.9%,-29.7%,-40.3%,-1.8%,-4.6%,-46.4%,-19.9%

33. CN(c1ccccc1C(=O)Nc1ccc(S(=O)(=O)N2CCOCC2)cc1)S(C)(=O)=O
34. CN(c1ccccn1)c1ncnc2[nH]ncc12
35. CC1(C)OC(=O)C(=Cc2ccc(-c3ccc(S(N)(=O)=O)cc3)o2)C(=O)O1
36. COc1cccc(NC(=O)Cn2c3ccc(F)cc3c3nc4n(c(=O)c32)CCCS4)c1
37. CC(C)c1ccc(CNc2ccc3c(c2)ncn3C)cc1
38. NC(=O)C1CCN(C(=O)CCC(=O)N2CCOc3ccc(Cl)cc32)CC1
39. COc1cc(C(CC(=O)N2CCCC2)c2c(OC)cc(OC)c3c(-c4ccccc4)cc(=O)oc23)cc(OC)c1OC (stereo not given)
40. CCCc1ccc2oc(C(=O)N(C)CCn3ccnc3C)c(C)c2c1
compound no.,33,34,35,36,37,38,39,40
PMI inhibitors,-3.3%,/,4.3%,/,/,/,/,/
NOD2 inhibition,-3.6%,-6.2%,4.5%,17.2%,-32.8%,0.8%,29.9%,9.2%
LYP phosphatase,-4.3%,-10.2%,6.2%,-9.5%,-3.2%,-6.2%,6.9%,-7.2%
KOR beta-arrestin-1,/,4.9%,-10.8%,1.1%,14.4%,15.8%[20 µM],-10.9%,-19.1%[20 µM]
KOR beta-arrestin-2,-1.2%,-0.8%,3.7%,-4.4%,0.1%,-4.8%,4.6%,1.5%
PMI inhibition,-2.9%,/,8.2%,/,/,/,/,/
TNAP activators,1.2,/,0.6,/,/,/,/,/
XIAP displacement,-3.5%,/,-5.2%,/,/,/,/,/
NOD1 inhibition,-30.6%,9.7%,9.2%,-3.6%,-6.1%,-17.0%,-2.8%,-2.4%

Fetched by structure from the list above:
34. CN(c1ccccn1)c1ncnc2[nH]ncc12
38. NC(=O)C1CCN(C(=O)CCC(=O)N2CCOc3ccc(Cl)cc32)CC1
37. CC(C)c1ccc(CNc2ccc3c(c2)ncn3C)cc1
compound no.,34,38,37
PMI inhibitors,/,/,/
NOD2 inhibition,-6.2%,0.8%,-32.8%
LYP phosphatase,-10.2%,-6.2%,-3.2%
KOR beta-arrestin-1,4.9%,15.8%[20 µM],14.4%
KOR beta-arrestin-2,-0.8%,-4.8%,0.1%
PMI inhibition,/,/,/
TNAP activators,/,/,/
XIAP displacement,/,/,/
NOD1 inhibition,9.7%,-17.0%,-6.1%

Next results.
41. COc1ccc(C(C(=O)NC2CCCCC2)N(C(=O)c2cccs2)c2ccc3c(c2)OCO3)cc1 (stereo not given)
42. O=C(Nc1cc(S(=O)(=O)Nc2ccc(Cl)cc2)ccc1N1CCCCC1)c1ccc(F)cc1Cl
43. COc1ccccc1CNC(=O)Cc1ccc(C)cc1
44. CCOC(=O)c1ccc(NC(=O)CN2CCN(C(=O)C3CCCO3)CC2)cc1 (stereo not given)
45. Cc1cc(NC(=O)c2cc(C(C)C)on2)nn1Cc1ccc(Cl)cc1
46. O=S(=O)(c1ccc(OCC(O)CN2CCN(c3ccccc3)CC2)cc1)N1CCOCC1 (stereo not given)
47. Cc1c(Cl)cccc1NC(=O)CSc1nncn1-c1ccccn1
48. CSCCC1NC2(C(=O)Nc3c(Cl)cccc32)[C@@H]2C(=O)N(C3CCCC3)C(=O)[C@H]12 (stereo not given in full)
49. O=C(Nc1ccccc1N1CCN(c2ccccc2)CC1)C12CC3CC(CC(C3)C1)C2
compound no.,41,42,43,44,45,46,47,48,49
PMI inhibitors,-7.5%,29.6%,8.5%,/,-0.6%,10.2%,/,-0.9%,-0.4%
NOD2 inhibition,3.6%,-1.5%,-14.5%,1.6%,17.9%,7.1%,11.1%,4.1%,5.8%
LYP phosphatase,-8.3%,8.1%,-4.2%,-11.1%,-5.8%,-1.9%,-4.7%,-8.1%,-7.2%
KOR beta-arrestin-1,8.8%,21.1%,-0.3%,-13.1%,-5.4%,-6.0%,-7.0%,18.0%,-27.0%
KOR beta-arrestin-2,6.3%,3.0%,-0.2%,0.4%,-1.6%,-0.6%,-4.4%,5.1%,1.1%
PMI inhibition,-2.8%,12.2%,11.6%,/,-4.3%,18.9%,/,4.5%,-1.8%
TNAP activators,1.1,1.1,1,/,0.7,1,/,1.1,1.1
XIAP displacement,-0.8%,-2.0%,3.1%,/,-2.8%,-5.3%,/,-3.1%,-6.3%
NOD1 inhibition,-17.1%,20.7%,-42.3%,-37.9%,16.6%,10.1%,-23.8%,5.6%,30.2%

A portion of the library. The share of hits here may be higher or lower than overall.
